# Screens deposited in PubChem BioAssay by several laboratories.
# L major viab = inhibitors of Leishmania major promastigote growth. Leishmania major promastigotes, resazurin fluorescence viability. inhibition, % at 10 µM. 9% of 200,000 active; in the data active means inhibition above about 50%;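 further: promastigotes grown with compound for 44 hours at 28 °C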
# S1P3 antagonist = antagonists of human S1P3 receptor; Q99500; CHO S1P3 NFAT-BLA reporter, FRET fluorescence, antagonist mode; inhibition, % at 4.98 µM; 0.27% of 170,000 active; AID 485;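 active means inhibition above the plate cutoff, the mean inhibition of test wells on that plate plus 3 SD, cut at about 28% in these data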;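 further: cells challenged with S1P at its EC80 of 0.8 µM; blue over green emission ratio from cleaved BLA substrate after 4 h stimulation; 0% = S1P-stimulated wells and 100% = unstimulated DMSO-only wells; some compounds past the cut are filed as inactive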
# Hsp70 activator = switches on Hsp70 transcription | HeLa Hsp70 promoter luciferase reporter, luminescence; scaled: vehicle 0, proteasome-inhibitor control 100% | activation, % at 10 µM | 0.04% of 200,000 active | AID 1203;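 active means activation above the mean across all tested compounds plus 3 SD, cutoff set per campaign, cut at about 5.5% in these data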;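 further: 100% = MG132 at 30 µM as the positive control and 0% = DMSO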
# HMGR II inh = E. faecalis class II HMG-CoA reductase inhibition | purified E. faecalis HMGR, NADPH absorbance 340 nm kinetic | inhibition, % at 10 µM | 0.41% of 190,000 active;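 active means inhibition above a set limit, the median over all tested compounds plus 3 SD, cut at about 9.5% in these data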;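 further: enzyme runs in reverse so mevalonate oxidation gives rising NADPH absorbance; 0% = complete reaction with DMSO and 100% = background rate lacking mevalonate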
# TNAP inh no acc = blocks human TNAP activity with no phosphate acceptor present; inhibition, % at 20 µM; 0.26% of 200,000 active; AID 1012; purified TNAP, CDP-star luminescence, 30 min;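 active means tissue-nonspecific alkaline phosphatase inhibition above about 50% at 20 µM in the single-dose screen, limit read from the data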;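 further: 0% = DMSO negative control and 100% = EDTA positive control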
# Target sequence (P05186 whole entry, looked up): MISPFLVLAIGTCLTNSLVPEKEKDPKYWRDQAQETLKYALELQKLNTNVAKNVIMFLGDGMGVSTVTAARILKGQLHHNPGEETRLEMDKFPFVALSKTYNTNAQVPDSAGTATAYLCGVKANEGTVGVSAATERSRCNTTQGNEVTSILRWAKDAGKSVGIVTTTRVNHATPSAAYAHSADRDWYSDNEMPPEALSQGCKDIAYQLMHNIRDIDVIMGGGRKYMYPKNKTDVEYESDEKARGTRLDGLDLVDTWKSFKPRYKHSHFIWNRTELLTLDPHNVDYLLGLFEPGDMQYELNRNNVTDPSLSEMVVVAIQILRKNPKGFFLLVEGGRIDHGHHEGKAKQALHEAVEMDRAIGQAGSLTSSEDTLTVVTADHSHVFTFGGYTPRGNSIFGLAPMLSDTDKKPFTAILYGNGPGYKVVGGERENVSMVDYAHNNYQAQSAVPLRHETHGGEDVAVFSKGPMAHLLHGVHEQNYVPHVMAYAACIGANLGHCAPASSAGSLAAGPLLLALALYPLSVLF
# PMI act hi M6P = activators of human phosphomannose isomerase at near-saturating mannose 6-phosphate | P34949 | 0.34% of 190,000 active | activation factor at 20 µM | AID 1216 | coupled PMI enzyme assay, resazurin fluorescence, 20 min; stronger effect = higher value; 1 = untreated enzyme, 0 = substrate-free blank;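 active means activation factor of 2 or more at 20 µM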
# Target sequence (P34949 whole entry, looked up): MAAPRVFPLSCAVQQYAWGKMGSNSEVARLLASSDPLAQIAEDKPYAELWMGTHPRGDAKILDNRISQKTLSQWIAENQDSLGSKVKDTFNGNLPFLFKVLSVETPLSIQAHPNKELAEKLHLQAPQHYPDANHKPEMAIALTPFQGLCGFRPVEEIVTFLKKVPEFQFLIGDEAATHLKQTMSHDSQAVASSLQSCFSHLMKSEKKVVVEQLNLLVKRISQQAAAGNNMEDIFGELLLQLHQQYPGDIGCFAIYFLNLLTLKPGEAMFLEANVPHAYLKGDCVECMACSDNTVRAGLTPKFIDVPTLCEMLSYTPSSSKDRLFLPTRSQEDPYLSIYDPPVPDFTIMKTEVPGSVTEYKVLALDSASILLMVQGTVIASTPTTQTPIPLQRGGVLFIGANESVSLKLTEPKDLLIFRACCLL
#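 Test system – human PMI in coupled enzyme assay · Timing – 20 min incubation at room temperature · Detection – Diaphorase-driven resazurin-to-resorufin fluorescence, excitation 544, emission 590 nm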
# RAM network inh = yeast RAM network inhibition; inhibition, % at 50 µM; 1.8% of 190,000 active; S. cerevisiae dse1pr::URA3 reporter, 5-FOA growth OD615, 2 d; analog-sensitive cbk1-as2 kinase mutant strain; AID 868;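 active means inhibition above a set limit, 3 SD over mean compound inhibition, cut at about 8.4% in these data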;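 further: 0% = DMSO-only wells with no growth and 100% = 10 µM 1-NA-PP1 full growth; inhibition rescues growth on 5-FOA so higher OD means more RAM inhibition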
# TNAP inh hi DEA = inhibitors of human TNAP at high phosphate acceptor concentration | AID 1135 | P05186 | inhibition, % at 20 µM | 0.03% of 200,000 active | purified TNAP, CDP-star luminescence, 1 M DEA;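 active means over 50% inhibition of tissue-nonspecific alkaline phosphatase at 20 µM in the single-dose screen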;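 further: plate controls were DMSO wells for no effect and EDTA-quenched wells as full inhibition for full effect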
# DTT redox prof = compounds producing H2O2 with reducing agent – biochemical, NIH compound library profiling, artefact control for MLSCN library redox annotation, primary screen; 0.03% of 200,000 active; activation, % at 10 µM; DTT-dependent redox cycling H2O2, phenol red/HRP absorbance; 100% = 100 µM peroxide control, 0% = buffer;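 active means activation of at least 50% relative to the plate's high and low controls in the primary single-dose screen; inactive means activation below 50%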;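 further: compound incubated with DTT at 0.8 mM final as the reducing agent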
# PMI activator = phosphomannose isomerase (human) activation; P34949; purified human PMI, coupled resazurin fluorescence, 20 min; stronger effect = higher value; 1 = vehicle control, 0 substrate-free wells; activation factor at 20 µM; 0.005% of 190,000 active;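 active means activation factor of 2 or more at 20 µM, relative to plate controls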
# * marks the source's active call; other numbers are inactive results; / = no result given.
compound	L major viab	S1P3 antagonist	Hsp70 activator	HMGR II inh	TNAP inh no acc	PMI act hi M6P	RAM network inh	TNAP inh hi DEA	DTT redox prof	PMI activator
COC(=O)c1cc(C(=O)N2CCN(c3cccc(Cl)c3)CC2)cc([N+](=O)[O-])c1	50*	-14	0.1	-5	-6	0.8	1.6	-8	-2.0	0.8
Cc1ccc(/C=C/C(=O)OCc2nc(N)nc(Nc3ccccc3C)n2)o1	-7	-18	-0.3	-2	-9	1	0.8	-6	-0.5	1.1
CCOC(=O)C1=C(c2ccccc2)N(C)C(=O)NC1c1ccc(O)c(OC)c1 (stereo unspecified)	-1	-3	0.0	-6	-3	0.8	0.9	0	1.7	0.9
COC(=O)CNC(=O)C(C)NC(=O)OCc1ccccc1 (stereo unspecified)	-4	13	-0.5	-4	-6	1	0.7	0	-0.9	1
CN(C)c1ncc(C2=C(Cl)C(=O)C(N3CCCC3)=C(Cl)C2=O)s1	33	/	-0.3	7	/	/	2.5	/	-3.2	/
O=c1c2ccsc2ncn1Cc1ccc(Cl)cc1	-5	/	-0.3	-3	-4	0.9	1.9	-2	2.5	0.9
O=C(c1ccc(-c2ccccc2)cc1)N1CCN(c2nc3ccccc3o2)CC1	-4	53*	0.2	-4	-6	0.9	4.9	-2	0.1	1
COCCNC(=O)C(c1ccc(O)cc1)N(Cc1ccco1)C(=O)CCC(=O)Nc1nccs1 (stereo unspecified)	3	-14	0.0	-1	-12	0.9	1.4	-3	2.3	0.9

# Limited to HMGR II inh, S1P3 antagonist and TNAP inh no acc (2 entries from above):
SMILES | HMGR II inh | S1P3 antagonist | TNAP inh no acc
COCCNC(=O)C(c1ccc(O)cc1)N(Cc1ccco1)C(=O)CCC(=O)Nc1nccs1 (stereo unspecified) | -1 | -14 | -12
COC(=O)c1cc(C(=O)N2CCN(c3cccc(Cl)c3)CC2)cc([N+](=O)[O-])c1 | -5 | -14 | -6

# Next section:
compound	L major viab	S1P3 antagonist	Hsp70 activator	HMGR II inh	TNAP inh no acc	PMI act hi M6P	RAM network inh	TNAP inh hi DEA	DTT redox prof	PMI activator
Cc1cc(C)c(NC(=O)c2oc3ccccc3c2COc2ccccc2)c(C)c1	63*	2	-0.3	-9	1	1	4.0	1	1.6	0.8
Cn1nnnc1SCCNCc1ccncc1	-6	-15	-0.6	-3	-14	1.2	3.0	-3	2.4	1.1
O=C1C2C(c3ccccc3)C=CC(c3ccccc3)C2C(=O)N1c1ccncc1 (stereo unspecified)	-3	/	-0.3	-10	-8	1.1	1.2	-1	1.1	1
O=C(O)c1ccc(COc2ccccc2C=C2C(=O)c3ccccc3C2=O)cc1	-8	6	-0.4	-1	-4	1	1.0	8	-0.1	1
COc1cc(NC(=O)c2cccnc2Sc2ccc(Cl)cc2)cc(OC)c1OC	20	2	-0.4	-4	-4	1	4.5	0	-0.2	1
O=C1CCCC(=O)N1c1ccc(O)cc1	-5	-7	-0.4	3	-9	/	1.0	-4	0.3	/
CCOC(=O)/C=c1\s/c(=C(\C#N)C(=O)NC)n(-c2ccccc2)c1=O	-4	/	-0.3	-5	1	1.1	4.0	0	-7.4	1
COCCn1c(SCC(=O)Nc2ccc(F)cc2)nc2c(oc3ccccc32)c1=O	-1	2	-0.3	1	-5	0.9	0.3	2	5.8	0.9
CCN1C=C(Cc2cccs2)C2=C(C1)C(c1cccs1)C(C#N)=C(N)O2 (stereo unspecified)	55*	-29	-0.3	3	-5	0.6	2.2	5	0.0	0.8
Cc1ccc(C(C)C)c(OCCCNCc2cccnc2)c1	87*	-14	-0.5	1	-14	1.1	1.0	-3	-0.6	1.3
COc1ccc(S(=O)(=O)N2CCCN(S(=O)(=O)c3ccc(OC)c(C)c3)CC2)cc1C	9	/	-0.2	-1	-5	0.9	6.5	-3	-1.1	1
O=C(Nc1ccccc1)C1Cc2ccccc2CN1C(=O)c1ccco1 (stereo unspecified)	11	/	-0.2	0	-12	1.1	1.9	0	0.1	1.1
Cn1cccc1Cc1nnc(SCC(=O)NCC2CCCO2)n1CCc1ccccc1 (stereo unspecified)	-6	-6	0.0	1	-12	1	-0.8	-4	-0.7	0.9
COCCCn1c(SCC(=O)Nc2ccc3c(c2)OCCO3)nnc1-c1ccoc1C	2	4	-0.1	-1	-7	1	-0.3	0	-0.4	1
O=C(Nc1cccnc1)Nc1ccc(F)c(Cl)c1	6	28	-0.2	0	-8	0.8	1.6	-5	-0.8	0.8
N#CCc1ccc(NS(=O)(=O)c2ccc(C3CCCCC3)cc2)cc1	8	4	-0.2	1	-4	0.9	11*	1	-0.1	0.8
N#CC1(Nc2ccccc2)C(=O)Nc2ccccc21 (stereo unspecified)	8	/	-0.2	-5	4	1	1.5	-3	0.0	1
COc1ccc(/C=C2\Sc3ccc(C(=O)NCc4cccnc4)cc3N(C)C2=O)cc1OC	44	-3	-0.1	-5	6	1	0.8	2	-0.8	1
O=[N+]([O-])c1ccc2c(c1)C(N1CCOCC1)/C(=C/COc1ccc(F)cc1)O2 (stereo unspecified)	15	/	-0.2	-4	-5	0.9	-0.9	5	-1.6	0.9
CCN(CC)c1nc2c(s1)C(=O)NCCC2	-4	/	-0.2	1	-9	0.9	0.1	-4	1.7	0.9
CCCN(CCC)C(=O)C1c2ccccc2Oc2ccccc21	14	16	-0.1	-1	-4	0.9	1.7	0	-0.5	0.9
CCS(=O)(=O)c1nc(NC(C)=O)n[nH]1	5	-4	0.0	-6	2	1.1	1.9	-3	2.7	1
COc1ccc(S(=O)(=O)NCCSC(C)(C)C)cc1	-8	/	-0.3	-1	-7	1	0.3	-5	0.1	1
CCCCSc1nc2ccccc2[nH]1	-4	6	0.1	0	-22	0.9	2.4	0	-0.6	0.9
CCOC(=O)N1CCC(NC(=O)c2cccc3c2C(=O)N(CCOC)C3)CC1	-4	-8	0.0	-1	-15	1	1.6	-6	-2.8	1
S=c1nc(-c2ccccc2)n(CCCN2CCOCC2)c2c1CCCC2	-6	/	-0.2	0	-13	0.9	0.7	-9	-0.7	1
Cn1c(=O)oc2cc(S(=O)(=O)N3CCCC3)ccc21	-3	-48	0.1	-7	-12	0.8	-0.8	-5	-0.5	0.9
COc1ccc(NC(=O)CSc2nc(C)cc(C)n2)cc1	-2	/	-0.5	-5	-13	1	0.8	-4	0.1	1
O=C(Nc1ccc(S(=O)(=O)Nc2cnc3ccccc3n2)cc1)c1ccc(Br)o1	-7	13	-0.2	0	-9	1	7.3	0	3.1	0.9
Cc1cc(C)cc(OCC(=O)Nc2ccc3c4c(cccc24)CC3)c1	-3	/	-0.4	-7	-9	1	1.7	-4	-2.7	0.9
COc1ccc(N2CCCn3c2nc2c3c(=O)n(CCCc3ccccc3)c(=O)n2C)cc1	25	/	-0.4	-1	/	/	0.8	/	-0.4	/
O=C(O)/C=C/C(=O)NCCc1ccccc1	3	4	0.0	1	-11	1.1	0.2	-1	-1.1	1.3
O=C1C2=C(c3ccccc31)[N+](=O)C1CCCCC1N2[O-] (stereo unspecified)	-2	/	0.1	-2	-4	0.5	0.1	-5	-4.0	0.9
COC(=O)Cn1cc(C(=O)c2ccco2)c2ccccc21	-4	-22	-0.3	-1	-8	1	0.8	-4	1.6	1
CC(C)(C)c1nc2sc3c(c2c(=O)o1)CCCC3	-3	/	-0.1	-2	-15	1	3.8	-3	0.1	1
Cc1ccsc1/C=N\NC(=O)CC(=O)NCc1ccccc1	8	-2	-0.2	-7	-2	0.9	0.1	-2	0.2	0.9
O=C(CSc1nnc(CNc2ccc(Cl)cc2)n1Cc1ccccc1)NCc1ccco1	13	13	-0.4	2	0	0.8	6.8	-4	-0.8	0.8
CCCn1c(C(O)c2cc(OC)ccc2OC)nc2ccccc21 (stereo unspecified)	19	25	-0.3	-2	-19	1	0.8	5	-0.5	1
O=C(CSc1nnc(-c2c[nH]c3ccccc23)o1)c1ccccc1	-6	/	-0.2	1	3	1	7.6	-1	0.5	1
COc1ccccc1-n1c(C)nc(=O)c(-c2ccccc2)c1C	-10	-5	0.6	0	-9	0.9	1.5	-4	-0.7	0.9
Cc1c(C(=O)NCCSCc2ccc(Cl)cc2Cl)cccc1[N+](=O)[O-]	-4	/	-0.4	1	0	0.9	11*	-2	1.9	0.9
O=C(CSc1nc2ccccc2c(=O)n1CCCO)N1CCc2ccccc21	20	7	-0.2	-10	-74	1	0.3	0	0.6	1
Cc1ccc(-c2cc(C(F)F)n3ncc(C(=O)Nc4cn(C)nc4C)c3n2)cc1	16	-8	-0.2	-4	0	/	1.8	-3	8.8	/
Cc1ccc(NC(=O)c2cc(N3C(=O)C=CC3=O)ccc2N2CCOCC2)cc1	-5	-30	0.1	1	-7	1.7	-3.1	-5	-0.8	1.3
COc1cc2nc(CN(C)Cc3nc4ccccc4c(=O)[nH]3)[nH]c(=O)c2cc1OC	-19	/	0.3	0	-16	1.1	1.0	-8	-0.2	1
CC1CCN(CC(=O)N2CC(=O)Nc3ccccc32)CC1	-7	/	-0.3	-1	-9	1	1.7	-1	0.7	1.1
COc1ccc(N2CCCCn3c2nc2c3c(=O)[nH]c(=O)n2C)cc1	-6	/	-0.2	0	-15	0.9	0.1	-10	-0.1	0.9
CCC(C)(C)n1nnnc1C(c1ccc2ncccc2c1)N1CCN(c2nc3ccccc3s2)CC1 (stereo unspecified)	18	16	-0.1	2	-6	0.8	0.7	-1	1.0	0.8
CC(C)(C)OC(=O)NCC(=O)N1CCC(C(=O)O)CC1	-7	-14	-0.3	-5	-12	1	2.0	-8	1.5	1.1
Cc1cc(=O)oc(C)c1C(=O)Nc1cnc2ccccc2c1	-3	-4	-0.1	-1	-5	0.9	-0.1	-5	-3.6	1
CCC(C)(C)n1nnnc1C(c1ccncc1)N1CCC(C)CC1 (stereo unspecified)	0	/	-0.3	2	-9	1.1	1.4	-2	-0.6	1
N#CC1=C(N)SC(N)=C(C#N)C1c1ccc(C(F)(F)F)cc1	-5	-30	0.2	-4	-16	1.1	-0.1	3	0.8	1
CCNC(=S)N1CCN(CC(=O)Nc2ccc(Br)cc2)CC1	-5	6	-0.5	-5	-12	0.9	1.6	4	0.3	0.8
O=S(=O)(c1ccc(Cl)s1)N1CCC(Cc2ccccc2)CC1	2	/	0.1	-8	-11	1	8.9*	-2	0.2	0.9
CCN1C(=O)C(CC(=O)Nc2ccc(F)cc2)N(Cc2cccs2)C1=S (stereo unspecified)	10	-10	-0.4	-13	-7	0.9	0.5	-1	-0.3	0.9
N#Cc1ccc(NC(=O)N2CCC(c3nc4c(nnn4Cc4cccc(Cl)c4)c(=O)[nH]3)CC2)cc1	-3	-10	-0.2	0	-11	1	0.9	-3	1.2	0.9

# Rows were taken by chance. Share with any hit: about 12%.
